SR-BI HDL uptake: inhibitors of SR-BI mediated HDL lipid uptake, primary screen, ldlA[mSR-BI] cells, fluorescence, single point | Scavenger receptor class B member 1 (Mus musculus), Q61009 | ldlA[mSR-BI] CHO cells, DiI-HDL uptake fluorescence, 3 h | inhibition, % at 12.5 µM | hit rate 0.96% among 320,000 | AID 488896, 2010;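 active = mean replicate inhibition of at least 70% and a set share of replicates each scoring 70 or more; inconclusive = meets just one of the two criteria; inactive = fails both criteria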;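 also: 0% = median of neutral control wells and 100% = median of positive control wells; values of inactives mirror those of a sister screen read the other way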
MITF TRPM1 HTS: activators of MITF-driven TRPM1 promoter reporter, primary screen, cell-based, SK-MEL-5, luciferase, single point; SK-MEL-5 TRPM1-promoter luciferase, 24 h; % of positive control, neutral wells = 0; activation, % at 12.5 µM; hit rate 0.75% among 300,000;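 active = mean activation of at least 80% with every replicate also reaching 80%; inconclusive = mean reaches 80% but some replicate falls short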;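 also: 0% = neutral control wells and 100% = parthenolide positive control wells; values of inactives mirror those of a sister screen read the other way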
PvdQ acylase: P. aeruginosa PvdQ acylase inhibitors, primary screen, biochemical, fluorescence, plate reader and imaging, single point | inhibition, % at 10 µM | purified PvdQ acylase | PvdQ acylase [Pseudomonas aeruginosa LESB58] | hit rate 0.063% among 340,000; in the data active = inhibition above about 30%, passing the limit was not always enough; inconclusive = no clear call, values can overlap the other calls;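 also: 0% = vehicle neutral wells and 100% = reference inhibitor wells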
dFosB act: activators of delta FosB homodimer, primary screen, biochemical, fluorescence polarization, TAMRA-CDK5 oligo, single point | activation, % at 25 µM | hit rate 0.99% among 340,000 | purified delta FosB; percent of positive-control signal above neutral wells | Protein FosB (Mus musculus), P13346 | AID 493131, 2011;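 active = mean activation above about 17%, with every replicate also reaching it, limit read from the data, passing the limit was not always enough; inconclusive = only one of the two conditions met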;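 also: fluorescence polarization rise as delta FosB binds a TAMRA Cdk5 AP-1 oligo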
PfHsp90 yeast 2: growth inhibition of PfHsp90-expressing yeast, primary screen, antimalarial PfHsp90 inhibitor project, S. cerevisiae, BacTiter-Glo luminescence, single point, set 2; AID 504621, 2011; BacTiter-Glo ATP, 48 h; yeast lacking PDR1 and PDR3 efflux regulators; inhibition, % at 9.4 µM; hit rate 0.32% among 310,000;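 active = every replicate shows inhibition above about 80%, whatever the replicate mean, limit read from the data; inconclusive = mean inhibition reaches the set limit but some replicate falls short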;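 also: 0% = DMSO neutral controls and 100% = 20 µM radicicol positive controls; yeast relying on Plasmodium falciparum Hsp90 in place of its own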
Rtt109 HAT inh: inhibitors of C. albicans Rtt109/Vps75 HAT, primary screen, biochemical, ThioGlo CoA-SH fluorescence, plate reader | purified Rtt109/Vps75, 4 h | inhibition, % at 34.9 µM | hit rate 0.16% among 330,000;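 active = inhibition of at least 50% in every replicate; inconclusive = best replicate reaches 50% inhibition but some replicates fall short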
CAL PDZ FP-1: untagged CAL PDZ binding inhibitors, primary screen, biochemical, fluorescence polarization, HTS. purified CAL PDZ, TMR-peptide fluorescence polarization, 1 h. inhibition, % at 24.9 µM. AID 602252, 2012. hit rate 0.92% among 300,000;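 active = mean inhibition of at least 30% with at least half of replicates also reaching 30%; inconclusive = no clear call, values can overlap the other calls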;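 also: 0% = DMSO neutral control and 100% = excess unlabeled competitor peptide PRC23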
NSD2 inh: NSD2 histone methyltransferase inhibitors, primary screen, biochemical, AlphaScreen, single concentration, set 2; Histone-lysine N-methyltransferase NSD2 (Homo sapiens), O96028; NSD2 peptide methylation, 120 min; inhibition, % at 12.5 µM; hit rate 0.54% among 310,000; AID 743445, 2014; in the data active = inhibition above about 50%
Target sequence (O96028 whole entry, looked up): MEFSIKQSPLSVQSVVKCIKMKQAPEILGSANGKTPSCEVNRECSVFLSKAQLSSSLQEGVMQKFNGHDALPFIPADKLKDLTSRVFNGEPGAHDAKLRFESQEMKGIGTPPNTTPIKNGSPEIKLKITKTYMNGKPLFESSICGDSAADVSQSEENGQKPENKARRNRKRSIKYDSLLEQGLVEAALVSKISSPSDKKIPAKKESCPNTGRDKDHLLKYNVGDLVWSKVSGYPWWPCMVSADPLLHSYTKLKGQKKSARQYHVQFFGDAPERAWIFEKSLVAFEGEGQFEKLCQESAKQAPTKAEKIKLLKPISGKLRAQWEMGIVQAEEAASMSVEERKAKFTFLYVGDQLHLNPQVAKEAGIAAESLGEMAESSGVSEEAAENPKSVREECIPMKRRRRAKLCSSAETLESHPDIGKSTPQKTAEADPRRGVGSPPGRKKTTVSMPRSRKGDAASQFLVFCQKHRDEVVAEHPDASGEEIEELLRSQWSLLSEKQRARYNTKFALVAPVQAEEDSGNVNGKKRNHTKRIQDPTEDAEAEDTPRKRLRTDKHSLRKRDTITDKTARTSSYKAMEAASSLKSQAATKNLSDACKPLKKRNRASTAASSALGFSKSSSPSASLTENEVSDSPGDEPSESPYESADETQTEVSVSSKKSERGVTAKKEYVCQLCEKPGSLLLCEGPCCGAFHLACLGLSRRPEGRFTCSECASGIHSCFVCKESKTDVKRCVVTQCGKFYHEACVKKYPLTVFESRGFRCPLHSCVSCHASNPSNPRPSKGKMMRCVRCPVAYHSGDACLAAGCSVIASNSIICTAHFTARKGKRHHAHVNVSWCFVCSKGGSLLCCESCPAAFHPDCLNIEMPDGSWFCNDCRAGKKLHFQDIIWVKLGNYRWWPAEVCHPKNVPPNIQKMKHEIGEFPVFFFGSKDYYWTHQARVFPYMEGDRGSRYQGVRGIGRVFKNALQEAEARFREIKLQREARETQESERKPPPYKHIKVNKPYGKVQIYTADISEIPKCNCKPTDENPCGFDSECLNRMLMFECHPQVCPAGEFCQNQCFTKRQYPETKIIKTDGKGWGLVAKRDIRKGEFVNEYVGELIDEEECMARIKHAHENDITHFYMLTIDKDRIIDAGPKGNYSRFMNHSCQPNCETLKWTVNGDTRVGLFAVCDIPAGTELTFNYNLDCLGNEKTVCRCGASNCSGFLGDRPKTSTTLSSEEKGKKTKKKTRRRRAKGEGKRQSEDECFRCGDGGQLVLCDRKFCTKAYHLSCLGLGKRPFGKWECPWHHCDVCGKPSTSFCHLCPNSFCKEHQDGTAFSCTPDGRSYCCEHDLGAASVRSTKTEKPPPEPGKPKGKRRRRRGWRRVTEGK
CAL PDZ FP-2: CAL PDZ peptide-binding inhibitors, primary screen, biochemical, fluorescence polarization, Cer-tagged CAL PDZ, HTS; Golgi-associated PDZ and coiled-coil motif-containing protein (Homo sapiens), Q9HD26; purified CAL PDZ, TMR-peptide fluorescence polarization, 1 h; inhibition, % at 20 µM; hit rate 0.02% among 330,000; AID 504414, 2011;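 active = highest replicate inhibition of at least 40%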;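 also: plate controls were DMSO neutral control wells for no effect and unlabeled competitor peptide control wells for full effect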
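Material: tagged CAL PDZ domain; buffer or medium: 25 mM sodium phosphate pH 7.4, 150 mM NaCl, TCEP, IgG, Thesit; compound dosing: single point, 20 µM; schedule: 1 h incubation at room temperature before polarization reading; measured by: FP readout, S and P plane fluorescence; read-out basis: percent inhibition from loss of millipolarization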
SR-BI DiI-HDL act: activators of SR-BI mediated DiI-HDL uptake, primary screen, ldlA[mSR-BI] CHO cells, DiI fluorescence | AID 504775, 2011 | activation, % at 12.5 µM | hit rate 0.096% among 320,000 | 3 h; 100 = double the neutral-control signal;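 active = mean replicate activation of at least 60% and every replicate at or above 60%; inconclusive = mean or all-replicate condition met, but not both; inactive = mean below 60% and not all replicates reaching 60%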;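 also: 0% = median plate neutral-control signal and 100% = twice that signal; values of inactives mirror those of a sister screen read the other way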
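Assay system: CHO ldlA[mSR-BI] cells, LDL receptor-null, SR-BI overexpressing; medium: Ham's F12 with 0.5% BSA, HEPES 25 mM, pH 7.4; also added: DiI-HDL 10 µg/mL; timing: 3 h uptake period with compound, 37 °C; signal: DiI fluorescence, bottom read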
* = called active by the depositor.

For C=CCNC(=O)c1c(N)n(-c2ccc3c(c2)OCO3)c2nc3ccccc3nc12 the results were SR-BI HDL uptake 1, MITF TRPM1 HTS -7, PvdQ acylase 10, dFosB act 0, PfHsp90 yeast 2 -7, Rtt109 HAT inh -4, CAL PDZ FP-1 0, NSD2 inh 4, CAL PDZ FP-2 0.9 and SR-BI DiI-HDL act -1.
CCOC(=O)c1c(NC(=O)c2cc(-c3cccc(O)c3)on2)sc(C(C)=O)c1C was read as SR-BI HDL uptake -8, MITF TRPM1 HTS 16, PvdQ acylase -8, dFosB act -2, PfHsp90 yeast 2 7, Rtt109 HAT inh -6, CAL PDZ FP-2 0.5 and SR-BI DiI-HDL act 8.
Screening O=C(Nc1ccc2c(c1)OCCO2)C1CCCN(S(=O)(=O)c2cccnc2)C1 (configuration not stated) returned SR-BI HDL uptake 14, MITF TRPM1 HTS -9, PvdQ acylase -8, dFosB act 0, PfHsp90 yeast 2 6, Rtt109 HAT inh 3, CAL PDZ FP-1 1, CAL PDZ FP-2 0.0 and SR-BI DiI-HDL act -14.
For COc1ccc(NC(=O)/C(C#N)=C\c2ccc(OCc3ccc(C(=O)O)cc3)c(OC)c2)cc1 the results were SR-BI HDL uptake 2, MITF TRPM1 HTS -2, PvdQ acylase -5, dFosB act -8, PfHsp90 yeast 2 -7, Rtt109 HAT inh 1, CAL PDZ FP-1 15, NSD2 inh -1, CAL PDZ FP-2 -5.4 and SR-BI DiI-HDL act -2.
For Cc1ccccc1C(=O)N1CCN(c2ccc(NC(=O)c3cccc(OC(C)C)c3)cc2)CC1 the results were SR-BI HDL uptake 74*, MITF TRPM1 HTS -44, PvdQ acylase -4, dFosB act -21, PfHsp90 yeast 2 -6, Rtt109 HAT inh 11, CAL PDZ FP-1 10, NSD2 inh -1, CAL PDZ FP-2 -1.6 and SR-BI DiI-HDL act -74.
`O=C1NC(=O)C(=C2CCCCCC2)S1` gave SR-BI HDL uptake -15, MITF TRPM1 HTS 1, PvdQ acylase 4, dFosB act 1, PfHsp90 yeast 2 -40, Rtt109 HAT inh -13, CAL PDZ FP-1 -3, NSD2 inh 2, CAL PDZ FP-2 -1.3 and SR-BI DiI-HDL act 15.
For COc1ccc(-c2cc(C(=O)NCC(c3ccccc3)N(C)C)c3ccccc3n2)cc1OC (configuration not stated) the results were SR-BI HDL uptake 59, MITF TRPM1 HTS 1, PvdQ acylase -20, dFosB act -15, PfHsp90 yeast 2 -19, Rtt109 HAT inh -5, CAL PDZ FP-1 -3, NSD2 inh -3, CAL PDZ FP-2 -3.9 and SR-BI DiI-HDL act -59.
For CCn1c(COc2cccc(OC)c2)nnc1SCC(=O)Nc1cccc(OC)c1 the results were SR-BI HDL uptake 8, MITF TRPM1 HTS -3, PvdQ acylase 1, dFosB act -5, Rtt109 HAT inh 8, NSD2 inh 0, CAL PDZ FP-2 -0.5 and SR-BI DiI-HDL act -8.
C=CCNC(=S)NNC(=O)c1cccn(Cc2ccc(Cl)cc2Cl)c1=O was read as SR-BI HDL uptake 14, MITF TRPM1 HTS 0, PvdQ acylase -9, dFosB act -6, Rtt109 HAT inh -4, CAL PDZ FP-1 -4, NSD2 inh 1, CAL PDZ FP-2 -4.3 and SR-BI DiI-HDL act -14.
For C/C(=N\NC(=S)NC(C)C)c1ccccc1 the results were SR-BI HDL uptake 11, MITF TRPM1 HTS 1, PvdQ acylase 2, dFosB act 5, PfHsp90 yeast 2 2, Rtt109 HAT inh -2, CAL PDZ FP-1 0, NSD2 inh -3, CAL PDZ FP-2 -2.2 and SR-BI DiI-HDL act -11.
For CCOC(=O)N1CCC(N2CCN(S(=O)(=O)c3ccc(C)cc3)CC2)CC1 the results were SR-BI HDL uptake -7, MITF TRPM1 HTS -1, PvdQ acylase 0, dFosB act -1, PfHsp90 yeast 2 4, Rtt109 HAT inh 2, CAL PDZ FP-1 1, NSD2 inh 10, CAL PDZ FP-2 -1.3 and SR-BI DiI-HDL act 7.
`COc1ccc2oc(=O)c(C(=O)N3CCN(c4ccc(F)cc4)CC3)cc2c1` gave SR-BI HDL uptake 5, PvdQ acylase -15, dFosB act -4, PfHsp90 yeast 2 -27, Rtt109 HAT inh 3, NSD2 inh 2, CAL PDZ FP-2 -0.1 and SR-BI DiI-HDL act -5.
O=C(CN1C(=O)c2cccc3cccc1c23)Nc1ccccc1 was read as SR-BI HDL uptake -6, MITF TRPM1 HTS -2, PvdQ acylase -13, dFosB act 29*, PfHsp90 yeast 2 19, Rtt109 HAT inh -14, CAL PDZ FP-1 -3, NSD2 inh -1, CAL PDZ FP-2 -1.5 and SR-BI DiI-HDL act 6.
NC(=O)CC1C(=O)N(c2ccc(Cl)cc2)C(=S)N1NC(=O)c1cccc(F)c1 (configuration not stated) was read as SR-BI HDL uptake 5, MITF TRPM1 HTS -1, PvdQ acylase -21, dFosB act 4, PfHsp90 yeast 2 4, Rtt109 HAT inh -5, CAL PDZ FP-1 62*, NSD2 inh 1 and SR-BI DiI-HDL act -5.
For Cc1ccc(C(=O)Nc2ccccc2)cc1S(=O)(=O)Nc1ccc(Cl)cn1 the results were SR-BI HDL uptake -4, MITF TRPM1 HTS 5, PvdQ acylase -12, dFosB act -3, PfHsp90 yeast 2 18, Rtt109 HAT inh -3, CAL PDZ FP-1 -4, CAL PDZ FP-2 0.5 and SR-BI DiI-HDL act 4.
For NC1=NC[C@H](c2ccccc2)N1CCc1cc(C(F)(F)F)cc(C(F)(F)F)c1 the results were SR-BI HDL uptake 22, MITF TRPM1 HTS -34, PvdQ acylase -25, dFosB act -17, PfHsp90 yeast 2 15, Rtt109 HAT inh inconclusive, CAL PDZ FP-1 0, CAL PDZ FP-2 -0.7 and SR-BI DiI-HDL act -22.
CC(C)CC(=O)Nc1cc2nn(-c3ccccc3)nc2cc1Cl was read as SR-BI HDL uptake -15, PvdQ acylase -18, dFosB act -5, PfHsp90 yeast 2 -45, Rtt109 HAT inh 2, CAL PDZ FP-1 4, NSD2 inh 8, CAL PDZ FP-2 -0.7 and SR-BI DiI-HDL act 15.
For Cc1ccc(/C=C2\Oc3cc(OCC(=O)NN)ccc3C2=O)o1 the results were MITF TRPM1 HTS -7, PvdQ acylase -17, dFosB act -6, PfHsp90 yeast 2 16, Rtt109 HAT inh 3, CAL PDZ FP-1 1, NSD2 inh 12 and CAL PDZ FP-2 -1.3.
`COc1cc(NC(=S)NCCc2ccccc2)c(OC)cc1NC(=O)C(C)C` gave SR-BI HDL uptake 39, MITF TRPM1 HTS -3, PvdQ acylase 1, dFosB act -5, PfHsp90 yeast 2 4, Rtt109 HAT inh 6, CAL PDZ FP-1 15, NSD2 inh 6, CAL PDZ FP-2 -0.5 and SR-BI DiI-HDL act -39.
For COc1ccc2c(c1)c(CC(=O)OCC(=O)N(C)C)c(C)n2C(=O)c1ccc(Cl)cc1 the results were MITF TRPM1 HTS -5, PvdQ acylase -5, dFosB act -2, PfHsp90 yeast 2 -13, Rtt109 HAT inh -1, CAL PDZ FP-1 -4, NSD2 inh 2 and CAL PDZ FP-2 -2.8.
For COc1ccccc1NC(=O)NC1(C(=O)N2CCN(C)CC2)CCCCC1 the results were MITF TRPM1 HTS 4, PvdQ acylase -5, dFosB act -11, PfHsp90 yeast 2 20, Rtt109 HAT inh 4, NSD2 inh 0 and CAL PDZ FP-2 -0.7.
Screening O=C(Oc1ccc(Br)cc1C(=S)N1CCOCC1)c1ccc(F)cc1 returned SR-BI HDL uptake 7, MITF TRPM1 HTS -21, PvdQ acylase -8, dFosB act -6, PfHsp90 yeast 2 3, Rtt109 HAT inh 2, CAL PDZ FP-1 -2, NSD2 inh 1, CAL PDZ FP-2 -1.3 and SR-BI DiI-HDL act -7.
Cn1cnc2cc(OC(=O)c3ccccc3)ccc21 was read as SR-BI HDL uptake -24, MITF TRPM1 HTS 26, PvdQ acylase 7, dFosB act 2, PfHsp90 yeast 2 0, CAL PDZ FP-1 -3, NSD2 inh -1, CAL PDZ FP-2 -2.0 and SR-BI DiI-HDL act 24.
`O=C(COc1ccccc1[N+](=O)[O-])OCCCOC(=O)COc1ccccc1[N+](=O)[O-]` gave SR-BI HDL uptake 1, MITF TRPM1 HTS -2, PvdQ acylase 7, dFosB act -5, PfHsp90 yeast 2 17, Rtt109 HAT inh 21, CAL PDZ FP-1 1, NSD2 inh -2, CAL PDZ FP-2 -1.4 and SR-BI DiI-HDL act -1.
Screening O=C(COC(=O)c1ccccn1)NCCc1ccc(Cl)cc1 returned SR-BI HDL uptake -35, MITF TRPM1 HTS -23, PvdQ acylase -4, dFosB act 3, Rtt109 HAT inh -5, NSD2 inh -2, CAL PDZ FP-2 -0.8 and SR-BI DiI-HDL act 35.
`Cc1c(C(=O)N2CCCCC2)c(S(=O)(=O)N2CCc3ccccc32)c(C)n1C` gave SR-BI HDL uptake -2, MITF TRPM1 HTS -6, PvdQ acylase 5, dFosB act 0, PfHsp90 yeast 2 8, Rtt109 HAT inh 6, CAL PDZ FP-2 -0.2 and SR-BI DiI-HDL act 2.
Screening Cc1cccc(OCCCC(=O)Nc2ccc(S(N)(=O)=O)cc2)c1 returned SR-BI HDL uptake 0, MITF TRPM1 HTS -1, PvdQ acylase -20, dFosB act 1, PfHsp90 yeast 2 -8, Rtt109 HAT inh 2, CAL PDZ FP-1 -3, NSD2 inh 2, CAL PDZ FP-2 -2.4 and SR-BI DiI-HDL act 0.

High-throughput results from PubChem BioAssay.
